From PubChem BioAssay
CHRM4 agonist: agonists of human muscarinic M4 receptor (CHRM4); P08173; CHO-K1 hM4/Gqi5, Fluo-8 calcium fluorescence; vehicle 0%, full acetylcholine response 100%; activation, % at 3 µM; hit rate 0.14% among 360,000;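 active means activation above the run mean over all test wells plus 3 SD, cut at about 32% in these data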;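 further: peak over basal fluorescence ratio per well then scaled between controls; 0% = DMSO wells and 100% = acetylcholine at EC100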
Target sequence (P08173 whole entry, looked up): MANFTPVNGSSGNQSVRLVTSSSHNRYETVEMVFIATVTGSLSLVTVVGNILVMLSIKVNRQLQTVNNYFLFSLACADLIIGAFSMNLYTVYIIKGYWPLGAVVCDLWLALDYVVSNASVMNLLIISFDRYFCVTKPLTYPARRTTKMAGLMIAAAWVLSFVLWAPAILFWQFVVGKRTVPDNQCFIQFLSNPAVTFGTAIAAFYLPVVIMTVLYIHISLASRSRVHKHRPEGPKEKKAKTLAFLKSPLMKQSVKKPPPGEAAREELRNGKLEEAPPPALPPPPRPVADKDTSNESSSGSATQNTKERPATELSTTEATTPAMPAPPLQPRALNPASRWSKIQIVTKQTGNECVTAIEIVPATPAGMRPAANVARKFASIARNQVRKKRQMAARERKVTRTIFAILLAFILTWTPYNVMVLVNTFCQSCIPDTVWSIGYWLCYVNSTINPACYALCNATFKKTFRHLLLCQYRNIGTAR
CRFBP-R2 agonist: agonists of human CRF-binding protein/CRF-R2 receptor complex | activation, % at 13.2 µM | HEK293 CRF-R2/CRF-BP, calcium dye fluorescence (FLIPR); percent of saturating CRF peptide response | hit rate 0.46% among 350,000;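 active means activation of at least 50%, plus an integration ratio under a set limit after plate pattern correction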;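 further: plate controls were neutral control wells without compound for no effect and CRF at EC100 for full effect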
CHRM1 antagonist: blocks human M1 muscarinic receptor; hit rate 1.3% among 360,000; inhibition, % at 3 µM; AID 588852; CHO-K1 hM1, Fluo-8 calcium fluorescence, ACh EC80 antagonist; P11229;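 active means percent inhibition above its own plate's cutoff, namely the mean of that plate's compound wells plus 3 SD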;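 further: peak over basal fluorescence ratio during 140 s after agonist addition; 0% = ACh EC80 plus DMSO and 100% = DMSO alone without agonist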
Target sequence (P11229 whole entry, looked up): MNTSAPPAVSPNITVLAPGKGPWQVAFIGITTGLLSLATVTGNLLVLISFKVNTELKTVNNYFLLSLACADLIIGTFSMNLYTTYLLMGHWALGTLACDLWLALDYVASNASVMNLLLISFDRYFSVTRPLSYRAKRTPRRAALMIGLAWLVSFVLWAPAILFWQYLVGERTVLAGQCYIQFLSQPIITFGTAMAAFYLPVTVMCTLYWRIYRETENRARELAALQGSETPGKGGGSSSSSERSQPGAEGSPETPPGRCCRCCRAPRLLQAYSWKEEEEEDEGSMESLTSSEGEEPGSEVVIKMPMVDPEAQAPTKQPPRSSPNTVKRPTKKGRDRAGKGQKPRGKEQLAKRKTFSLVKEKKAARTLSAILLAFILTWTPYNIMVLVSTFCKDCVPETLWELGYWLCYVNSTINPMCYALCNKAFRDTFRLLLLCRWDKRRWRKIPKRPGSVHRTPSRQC
CHRM4 PAM: CHRM4 positive allosteric modulation | activation, % at 3 µM | CHO-K1 hM4/Gqi5, Fluo-8 calcium fluorescence, ACh EC20; 0% = ACh EC20, 100% = maximal ACh | hit rate 0.4% among 360,000 | AID 624126 | P08173;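 active means activation above its plate's cutoff, the mean activation of sample wells plus 3 SD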; further: some results filed as inactive read as strong as hits
M5 antag: antagonists of human muscarinic M5 receptor (CHRM5) | CHO-hM5 cells, Fluo-8 calcium fluorescence, ACh EC80 | inhibition, % at 3 µM | hit rate 0.59% among 360,000 | AID 624040;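 active means inhibition above a per-plate cutoff, the mean of that plate's test compounds plus 3 SD, cut at about 27% in these data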;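 further: 0% = acetylcholine EC80 with DMSO and 100% = DMSO without agonist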
CHRM5 agonist: agonists of human muscarinic M5 receptor (CHRM5); CHO-K1 hM5 cells, Fluo-8 calcium fluorescence; 0% DMSO wells, 100% maximal acetylcholine response; activation, % at 3 µM; hit rate 0.19% among 360,000; AID 624037;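 active means activation above the run's mean over test compounds plus 3 SD, cut at about 23% in these data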;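 further: signal is peak over basal fluorescence ratio across the kinetic read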
M4 antag: antagonists of human muscarinic M4 receptor (CHRM4); hit rate 0.73% among 360,000; P08173; inhibition, % at 3 µM; CHO-hM4 cells, ACh EC80, Fluo-8 calcium fluorescence;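 active means inhibition above its plate's cutoff, the mean inhibition of sample wells plus 3 SD, cut at about 27% in these data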;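 further: 0% = acetylcholine EC80 with DMSO and 100% = DMSO without agonist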
CHRM5 PAM: potentiates acetylcholine response at human M5 receptor; CHO-K1 hM5, Fluo-8 calcium, ACh EC20 PAM; 0% = ACh EC20, 100% = ACh EC100; activation, % at 3 µM; hit rate 0.3% among 360,000; AID 624038;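 active means activation above the run cutoff, the mean activation of all test compounds plus 3 SD, cut at about 18% in these data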
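System: CHO-K1 hM5 cells. Reagent: acetylcholine, EC20 level. Compound dosing: single dose, 3 µM nominal final test concentration. Timing: Post-acetylcholine fluorescence recording 140 s. Detection: Fluo-8 calcium fluorescence. Read-out: % activation, ACh-normalized. Benchmarks: ACh EC20 and EC100 wells. Repeats: singlicate, one well per test compound.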
CHRM1 PAM: human CHRM1 positive allosteric modulation | P11229 | CHO-K1 hM1, Fluo-8 calcium fluorescence, ACh EC20; 0% = ACh EC20, 100% = maximal ACh | activation, % at 3 µM | hit rate 0.088% among 360,000 | AID 588819; in the data active means activation above about 19%, passing the limit was not always enough
Active calls of the source: *; nt = no result given.

SMILES	CHRM4 agonist	CRFBP-R2 agonist	CHRM1 antagonist	CHRM4 PAM	M5 antag	CHRM5 agonist	M4 antag	CHRM5 PAM	CHRM1 PAM
O=C1CN(C(=O)COC(=O)C23CC4CC(CC(O)(C4)C2)C3)c2ccccc2N1	1	-0.7	-5	-2	1	-8	6	3	5
COc1ccccc1C(=O)COC(=O)CSC(C)C(=O)Nc1cc(C)on1 (stereo not given)	2	0.6	-6	5	4	0	-10	0	7
O=C(NCCc1ccccc1)c1ccc(Cl)c(S(=O)(=O)N2CCCC2)c1	12	-1.7	-8	1	1	0	4	-1	8
S=C(NCc1ccc(Cl)c(Cl)c1)NCc1ccco1	5	-1.5	4	-3	-12	0	-6	3	-4
Cc1ccc(S(=O)(=O)N2CCC(C(=O)OCC(=O)NCCc3ccccc3)CC2)cc1C	7	3.0	-14	8	9	-3	-11	3	9
C/C(CC(=O)NCc1ccccc1)=N\NC(N)=S	0	0.1	-3	2	-6	0	-3	-4	11
CCOc1ccccc1CNC(=O)c1cc2oc3ccccc3c2n1C	0	-0.7	-9	4	1	-3	-10	-5	8
COC(=O)c1cc2c(C)[nH]c(C)c2cc(C(=O)OC)c1=O	1	1.0	-2	4	-8	-1	-5	4	5
O=C(CSc1ccc2nnc(-c3ccc(Cl)cc3)n2n1)N1CCCc2ccccc21	3	0.5	-4	-11	11	-1	-2	-7	-2
CCOc1ccc(-n2c(SCc3cc(=O)oc4cc(C)c(C(C)C)cc34)nnc2-c2cccnc2)cc1	0	-0.7	-8	-6	-1	-1	11	1	4
NC(=O)CC(NC(=O)Cc1cccc2ccccc12)c1ccc(NC2CCN(Cc3ccccc3)CC2)c([N+](=O)[O-])c1 (stereo not given)	0	2.0	11	-6	3	-11	12	2	-14
CSc1ncccc1C(=O)N(C)CC(=O)Nc1ccc(Cl)cc1	2	4.4	3	-4	13	-1	5	-1	0
Nc1nnc(SCC(=O)Nc2nnc(-c3ccccc3)o2)s1	0	-0.7	17	2	-2	6	1	2	-6
Cc1ccc(C(C)NC(=O)c2c(C)noc2C)cc1C (stereo not given)	0	-3.0	15	-2	10	2	5	-2	-4
CCOC(=O)/C(=C/Nc1ccccc1)[N+](=O)[O-]	2	3.1	-11	7	-4	1	-7	0	10

A draw from above in order of SMILES length, largest number first.
SMILES	CHRM4 agonist	CRFBP-R2 agonist	CHRM1 antagonist	CHRM4 PAM	M5 antag	CHRM5 agonist	M4 antag	CHRM5 PAM	CHRM1 PAM
O=C1CN(C(=O)COC(=O)C23CC4CC(CC(O)(C4)C2)C3)c2ccccc2N1	1	-0.7	-5	-2	1	-8	6	3	5
COc1ccccc1C(=O)COC(=O)CSC(C)C(=O)Nc1cc(C)on1 (stereo not given)	2	0.6	-6	5	4	0	-10	0	7
COC(=O)c1cc2c(C)[nH]c(C)c2cc(C(=O)OC)c1=O	1	1.0	-2	4	-8	-1	-5	4	5
Nc1nnc(SCC(=O)Nc2nnc(-c3ccccc3)o2)s1	0	-0.7	17	2	-2	6	1	2	-6
Cc1ccc(C(C)NC(=O)c2c(C)noc2C)cc1C (stereo not given)	0	-3.0	15	-2	10	2	5	-2	-4

Continued:
SMILES	CHRM4 agonist	CRFBP-R2 agonist	CHRM1 antagonist	CHRM4 PAM	M5 antag	CHRM5 agonist	M4 antag	CHRM5 PAM	CHRM1 PAM
CS(=O)(=O)c1ccc(Cl)c(NC(=O)CSc2n[nH]c(-c3cccs3)n2)c1	2	1.2	13	-1	2	-1	9	1	-5
CN(C)C(CNC(=O)c1cccc(S(=O)(=O)NCc2ccccc2)c1)c1ccco1 (stereo not given)	3	-0.5	-6	1	1	-2	-10	4	1
Cc1ccc(-c2n[nH]c(=S)n2/N=C\c2ccco2)cc1	0	1.2	-4	1	-4	-3	-1	-3	10
Fc1ccc2c(c1)C(c1ccncc1)=NNC(c1cccnc1)=N2	0	-1.0	-8	19	-3	1	9	2	8
Cc1ccc(NC(=O)c2ccc(COc3ccccc3[N+](=O)[O-])o2)nc1	3	-1.1	11	1	5	-4	8	-14	-6
COc1ccccc1COCC(O)CN1CCCCC1CO (stereo not given)	1	-5.8	-6	-1	-1	-6	-4	9	7
Cc1cc(C(=O)N2CCN(c3ccccc3)CC2)c(C)o1	1	0.8	1	1	-5	4	5	1	5
COc1cc(NS(=O)(=O)c2ccc(NC(=O)c3cccs3)cc2)nc(OC)n1	0	-1.1	-6	-3	10	-1	-2	-1	6
COc1ccc(NC(=S)N/N=C/c2ccc(F)cc2)cc1OC	0	5.3	-2	7	4	-1	6	11	13
COc1cccc(C(=O)COc2ccccc2N2C(=O)C3C4C=CC(C4)C3C2=O)c1 (stereo not given)	2	-0.7	-3	8	17	-2	0	-8	2
O=C(N/N=C\C=C\c1ccc([N+](=O)[O-])o1)c1cccs1	2	2.9	-1	-8	0	-2	-8	-2	0
O=C(c1ccc(Cl)c(S(=O)(=O)N2CCOCC2)c1)N1CCN(c2ccccc2)CC1	4	-1.8	-1	-3	21	-1	2	-9	1
Cc1ccc(NC(=O)COC(=O)c2cc(C)nc3ccccc23)c([N+](=O)[O-])c1	1	-0.7	-7	9	10	-1	-2	-2	11
Cc1cc(NC(=O)/C=C/C(=O)N(c2ccccc2C)C(C(=O)NC2CCCC2)c2ccc(F)cc2)no1 (stereo not given)	2	-1.0	-14	6	-2	3	-5	4	11
CCCNC(=O)c1cc(Cl)c(NC(=O)C2=CSCCO2)cc1OC	-1	-1.5	4	8	4	-5	3	-1	1
CCCCN(C(=O)/C=C/c1ccco1)c1c(N)n(CC(C)C)c(=O)[nH]c1=O	1	7.2	-7	-8	-17	-2	-5	-4	7
S=C(NNC(=S)Nc1ccc(Cl)cc1)NNc1ccccc1	0	-0.5	-7	-1	-1	0	-5	1	5
O=c1[nH]c2ccc(Cl)cc2c(-c2ccccc2)c1N1CCN(c2ccccn2)CC1	3	9.4	-7	13	6	0	-1	-4	11
Cc1cc([N+](=O)[O-])ccc1-c1ccc(C2Nc3ccccc3C(=O)N2O)o1 (stereo not given)	11	-2.5	5	-15	1	4	-2	-8	1
O=c1c(O)c(-c2ccccc2)oc2cc(O)cc(O)c12	4	-1.2	5	5	8	9	-8	1	11
CCCCn1cnc2cc(NCc3cccc(OC)c3O)ccc21	4	0.0	8	-7	-1	-2	2	-5	-6
CN1CCN(C(=O)/C(=C/c2cn(C)c3ccccc23)NC(=O)c2ccccc2)CC1	1	0.3	-7	0	0	-2	3	2	7
COc1ccc(Cl)cc1S(=O)(=O)N1CCC(C(=O)NCc2ccccn2)CC1	4	-1.5	-4	-5	0	-9	-8	3	3
CCc1sc(N2C(=O)C3C4CCC(C4=C(C)C)C3C2=O)nc1-c1ccccc1 (stereo not given)	-2	2.0	-11	-17	9	-8	-11	-10	2
Cc1cc(=O)[nH]c(N/N=C/c2c(F)c(F)c(F)c(F)c2F)n1	2	-0.4	-22	-3	1	-4	4	-1	14
Cc1ccc(C(=O)Nc2nnc(S(=O)(=O)N3CCC(C)CC3)s2)cc1	1	-1.2	-4	-1	8	-1	1	2	5
CCOc1ccc(OCCC(=O)N2CCN(S(=O)(=O)c3ccc(F)cc3)CC2)cc1	2	-0.2	-18	5	4	-6	-1	-1	11
COc1ccc(NC(=O)CN2C(=O)NC3(CCCC3)C2=O)cc1Cl	0	1.1	-7	1	12	-3	4	-2	10
CCCNC(=O)NCCC12CC3CC(CC(C3)C1)C2	0	6.4	8	-1	-1	1	-1	-3	-4
O=C(NC1CCCCC1)C1(c2ccccc2)CC1(Cl)Cl (stereo not given)	-2	-0.5	0	-5	1	-9	-7	-2	-9
COc1ccc(Cn2c(N)c(C#N)c3nc4ccccc4nc32)cc1	7	-3.0	1	-2	-6	3	3	1	4
COC(=O)[C@@H](Cc1c[nH]c2ccccc12)NCc1ccc(B(O)O)cc1	3	-0.5	-8	2	-6	0	-7	6	8
Cc1cccc(NC(=O)CNC(=O)CN2C(=O)NC3(CCCc4ccccc43)C2=O)c1C (stereo not given)	1	-0.2	-9	1	3	0	-6	-1	7
Cc1cc(-c2ccc(C)c(S(=O)(=O)NCc3ccc(Br)cc3)c2)on1	7	4.0	-1	0	7	-4	2	-2	2
Cc1ccc(Cl)cc1N1CCN(S(=O)(=O)c2c(C(=O)N3CCOCC3)c(C)n(C)c2C)CC1	11	0.3	2	-4	15	-5	-2	-8	8
O=C(CC1C(=O)NCCN1Cc1ccccc1C(F)(F)F)NC1CCC1 (stereo not given)	0	0.0	6	-3	5	-4	8	-2	-1
COc1ccc(N(CC(=O)NCc2cccs2)S(=O)(=O)c2cccnc2)cc1	2	0.7	-13	-3	2	2	-4	-2	5
COc1cc(CN2CCCCC2C(=O)Nc2ccc(Oc3ccccc3)nc2)ccc1O (stereo not given)	3	1.1	3	-7	-3	-4	-4	-6	-6
O=C(N[C@@H]1C/C=C\C[C@@H](CC(=O)N(CCO)Cc2ccccc2)C(=O)NCCOC1=O)OCC1c2ccccc2-c2ccccc21	0	-1.5	0	0	-2	1	5	3	7
Cc1ccc(/C(O)=C2/C(=O)C(=O)N(c3ccccn3)C2c2ccc([N+](=O)[O-])cc2)cc1 (stereo not given)	1	0.9	-7	-2	19	0	2	-1	4
CC(C)(C)C1CCC(C(=O)Nc2ccccc2)CC1 (stereo not given)	-1	-1.8	-4	7	5	-1	3	-4	7
O=C(CCl)NCc1cc(-c2ccc(Cl)cc2)no1	1	1.2	-11	1	1	-3	-1	7	11
Cc1cc(OCC(=O)NCCc2c[nH]c3ccccc23)c2c(C)cc(=O)oc2c1	3	-0.6	-22	6	10	4	-15	0	14
CC(C)C(NS(=O)(=O)c1ccc2c(c1)C(C)(C)C(=O)N2C)C(=O)NCc1ccc(F)cc1 (stereo not given)	1	-1.1	3	-1	2	-1	-1	-4	-7
Cc1cc(=O)[nH]c(SCC(=O)NCc2ccc3c(c2)OCO3)n1	1	0.2	-16	-5	9	-2	-8	0	15
CC(=O)c1cccc(NC(=O)NC(C)c2ccc3c(c2)OCO3)c1 (stereo not given)	3	-0.9	0	4	-7	1	4	4	5
c1ccc(C[n+]2cccc(-c3ccccc3)c2)cc1	1	3.6	0	4	-9	-5	-3	0	-1
O=C(N/N=C/c1ccc(N2CCOCC2)cc1)c1ccccc1NS(=O)(=O)c1cccs1	4	-3.4	-4	1	6	3	5	1	-1
COc1ccc2c(c1)[N+](C)(C)C(C)(C)C=C2C	0	0.8	5	-9	11	-11	0	-13	-13
COc1cccc(C(=O)NNC(=O)Cc2ccc([N+](=O)[O-])cc2)c1	0	-3.0	1	6	-1	-1	-1	-3	6
CCOC(=O)c1cnn(CCOC(=O)c2ccccc2)c1NC(=O)c1ccccc1	1	-0.9	-3	18	-2	2	-7	-2	12
Cc1ccc(NC(=O)CN2CCC(NC(=O)c3cccc(F)c3)CC2)cc1C	0	-4.4	-19	9	7	-10	-23	-5	12
CC(C)C(=O)NC(=S)Nc1nnn(C)n1	0	-1.8	-6	10	3	1	-4	5	9
CNC(=O)NCCN1CCCC1=O	nt	0.8	-10	4	0	2	0	8	7
O=C(O)/C=C/c1ccc(-n2ccnc2)cc1	0	0.4	-11	10	-1	3	3	7	9
